HTR5A ag = counter-screen for OPRM1-OPRD1 agonists: human HTR5A agonism. P47898. HTR5A agonist assay, luminescence, cell-based. activation, % at 9.3 µM. hit rate 0.61% among 340,000; in the data active = activation mostly above about 9.5%, no sharp cut-off; inactive = mostly below about 7.6%;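 also: 0% = cells with vehicle only and 100% = reference agonist; strong numbers were not always called active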
PvdQ acylase = P. aeruginosa PvdQ acylase inhibition; hit rate 0.063% among 340,000; inhibition, % at 10 µM; purified PvdQ acylase, fluorescence plate reader; in the data active = inhibition above about 30%, passing the limit was not always enough; inconclusive = no clear call, values can overlap the other calls;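 also: 0% = vehicle neutral wells and 100% = reference inhibitor wells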
Wnt bcat act = Wnt/beta-catenin pathway activation | Wnt/beta-catenin reporter cell assay, activator, plate reader | activation, % at 9.35 µM | hit rate 1.2% among 300,000; in the data active = activation above about 30%, passing the limit was not always enough; inconclusive = no clear call, values can overlap the other calls;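 also: 0% = neutral control wells and 100% = positive control wells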
V-ATPase pHluor = yeast V-ATPase proton transport regulation by pHLuorin | S. cerevisiae, pHLuorin cytosolic pH fluorescence | response, % at 10 µM | hit rate 0.37% among 350,000 | AID 504577; in the data active = response mostly above about 7.3%, no sharp cut-off; inactive = mostly below about 5.4%; also: actives read high; inactives centre near 0; some compounds called inactive have numbers as strong as hits; reference of the scale not given here
MITF act = MITF TRPM1 promoter activation in melanoma cells; SK-MEL-5 TRPM1-promoter luciferase, 24 h; % of positive control, neutral wells = 0; activation, % at 12.5 µM; hit rate 0.75% among 300,000;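 active = mean activation of at least 80% with every replicate also reaching 80%; inconclusive = mean reaches 80% but some replicate falls short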;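 also: 0% = neutral control wells and 100% = parthenolide positive control wells; values of inactives mirror those of a sister screen read the other way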
dFosB act = enhances mouse delta FosB homodimer DNA binding | hit rate 0.99% among 340,000 | activation, % at 25 µM | purified delta FosB, TAMRA-CDK5 oligo fluorescence polarization; percent of positive-control signal above neutral wells | P13346;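 active = mean activation above about 17%, with every replicate also reaching it, limit read from the data, passing the limit was not always enough; inconclusive = only one of the two conditions met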;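 also: fluorescence polarization rise as delta FosB binds a TAMRA Cdk5 AP-1 oligo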
CDK5 inh = inhibitors of human CDK5/p35 kinase | Q00535+Q15078 | Recombinant CDK5/p35, ADP-Glo luminescence, 60 min | inhibition, % at 10 µM | hit rate 0.01% among 330,000 | AID 488839;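 active = highest replicate inhibition of at least 50% and at least 75% of replicates reaching 50%; inconclusive = only one of the two criteria met; inactive = both criteria failed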;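 also: plate controls were DMSO neutral control for no effect and GW8510 at 10 µM for full effect; many of its hits are not listed in these tables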
HTR5A inv ag = counter-screen for OPRM1-OPRD1 inverse agonists: human HTR5A inverse agonism; hit rate 0.083% among 340,000; P47898; inhibition, % at 9.3 µM; AID 504634; HTR5A cell line, luminescence; in the data active = inhibition mostly above about 23%, no sharp cut-off; inactive = mostly below about 18%;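 also: 0% = cells with DMSO and 100% = no-cell wells with DMSO; some compounds called inactive have numbers as strong as hits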
NSD2 inh = inhibitors of human histone methyltransferase NSD2. hit rate 0.54% among 310,000. NSD2 peptide methylation, AlphaScreen, 120 min. inhibition, % at 12.5 µM. AID 743445; in the data active = inhibition above about 50%
Target sequence (O96028 whole entry, looked up): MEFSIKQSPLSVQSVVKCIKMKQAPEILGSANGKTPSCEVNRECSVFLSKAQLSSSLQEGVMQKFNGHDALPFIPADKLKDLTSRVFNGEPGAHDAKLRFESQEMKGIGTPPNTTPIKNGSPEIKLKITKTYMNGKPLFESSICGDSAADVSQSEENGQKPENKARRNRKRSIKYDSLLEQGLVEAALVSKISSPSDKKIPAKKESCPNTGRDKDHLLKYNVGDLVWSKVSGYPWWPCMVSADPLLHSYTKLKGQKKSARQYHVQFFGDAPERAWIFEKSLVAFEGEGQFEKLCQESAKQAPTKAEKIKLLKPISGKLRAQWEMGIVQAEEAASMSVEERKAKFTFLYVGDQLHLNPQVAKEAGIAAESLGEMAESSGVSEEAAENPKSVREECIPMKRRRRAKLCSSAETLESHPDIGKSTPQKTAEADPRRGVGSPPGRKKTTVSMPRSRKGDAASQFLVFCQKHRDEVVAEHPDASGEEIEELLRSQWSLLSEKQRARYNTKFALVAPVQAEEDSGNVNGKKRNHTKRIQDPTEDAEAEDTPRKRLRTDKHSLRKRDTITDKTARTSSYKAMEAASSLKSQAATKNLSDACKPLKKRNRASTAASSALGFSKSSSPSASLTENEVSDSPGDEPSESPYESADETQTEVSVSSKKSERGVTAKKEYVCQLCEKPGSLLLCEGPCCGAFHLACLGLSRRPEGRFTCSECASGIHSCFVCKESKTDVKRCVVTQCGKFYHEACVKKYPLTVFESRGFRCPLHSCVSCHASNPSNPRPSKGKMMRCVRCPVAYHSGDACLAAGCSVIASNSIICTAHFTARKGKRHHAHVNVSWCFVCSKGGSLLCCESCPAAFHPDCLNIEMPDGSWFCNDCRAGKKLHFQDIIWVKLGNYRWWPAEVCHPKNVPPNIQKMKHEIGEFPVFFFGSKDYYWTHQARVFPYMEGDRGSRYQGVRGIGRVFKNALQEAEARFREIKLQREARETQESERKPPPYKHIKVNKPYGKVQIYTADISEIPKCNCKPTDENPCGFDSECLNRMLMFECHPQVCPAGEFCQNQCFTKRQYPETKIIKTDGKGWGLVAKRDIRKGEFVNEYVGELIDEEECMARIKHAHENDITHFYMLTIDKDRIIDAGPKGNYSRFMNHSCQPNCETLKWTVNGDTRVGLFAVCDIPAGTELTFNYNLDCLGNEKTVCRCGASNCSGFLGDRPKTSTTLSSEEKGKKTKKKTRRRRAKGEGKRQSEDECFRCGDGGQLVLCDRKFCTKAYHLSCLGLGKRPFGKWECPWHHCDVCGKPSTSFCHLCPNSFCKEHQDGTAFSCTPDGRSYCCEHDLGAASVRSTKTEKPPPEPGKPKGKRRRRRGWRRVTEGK
SR-BI HDL uptake = mouse SR-BI HDL lipid transfer inhibition; hit rate 0.96% among 320,000; ldlA[mSR-BI] CHO cells, DiI-HDL uptake fluorescence, 3 h; Q61009; inhibition, % at 12.5 µM;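 active = mean replicate inhibition of at least 70% and a set share of replicates each scoring 70 or more; inconclusive = meets just one of the two criteria; inactive = fails both criteria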;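 also: 0% = median of neutral control wells and 100% = median of positive control wells; values of inactives mirror those of a sister screen read the other way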
* = called active by the depositor; ? = inconclusive; nt = not tested or not shown. Compounds were not picked by outcome; any-hit rate near 5%.

SMILES	HTR5A ag	PvdQ acylase	Wnt bcat act	V-ATPase pHluor	MITF act	dFosB act	CDK5 inh	HTR5A inv ag	NSD2 inh	SR-BI HDL uptake
COC(=O)C(CC(C)C)NC(=O)C(N)Cc1ccccc1 (centres undefined)	0	0	nt	8	nt	4	1.0	-7	-2	-32
CC(=O)Nc1ccc(OC(F)(F)Cl)cc1	-2	-3	0	-2	3	3	0.0	7	-1	-21
COc1ccc(C(C)(C)C)cc1NC(=O)Nc1ccc2c(c1)OCO2	0	-7	0	3	4	10	-1.6	-12	0	5
COc1cccc(CC(=O)OCC(=O)NC2CCCC2)c1	3	-10	2	-1	-1	-6	-0.2	-8	-1	-10
Cc1ccc(S(=O)(=O)N(CC(=O)N2CCC(C)CC2)c2ccccc2)cc1	2	37*	8	1	9	-1	1.4	-6	-2	-15
CCC(C(=O)Nc1cc(Cl)ccc1OC)c1ccccc1 (centres undefined)	-3	3	1	-6	3	7	-1.0	8	-2	18
[O-]c1c[n+](-c2ccccc2)no1	5	-12	-2	3	nt	1	0.9	-19	-5	-9
CCCOc1ccc(C(O)(CCC)CCN2CCCCC2)cc1 (centres undefined)	-7	4	nt	-3	0	4	-2.8	18	-5	-16
CCc1ccc(NC(=O)C2CCN(c3ncnc4c3nc3n4CCCCC3)CC2)cc1	1	2	1	-2	-19	5	-0.9	4	0	13
COC(=O)c1ccc(CSc2nnc(CS(=O)Cc3ccc(Br)cc3)n2-c2ccccc2)cc1 (centres undefined)	2	-7	-3	-1	-16	-15	-0.5	-8	-1	nt
COc1ccc(N(CC(=O)NCc2ccc(Cl)cc2)S(=O)(=O)c2c(C)nn(C)c2C)cc1	4	-7	-3	0	-24	-11	-0.1	-12	-2	-11
COC(=O)c1c(-c2ccc(OC)c(OC)c2)csc1N	0	-16	-9	0	-5	-1	-0.1	3	3	26
CC(C)OC(=O)Cn1cnc2ccc(Br)cc2c1=O	3	4	nt	-5	21	1	-0.4	-5	-1	4
O=[N+]([O-])c1ccc(CSc2nc3ccccc3[nH]2)cc1	4	-6	21	2	?	-2	-0.1	13	3	-3
O=C(NCCc1ccc(Cl)cc1)C1CC(=O)N(C2CCCC2)C1 (centres undefined)	5	-8	-2	2	-3	-7	0.2	2	nt	-7
COc1ccc(NC(=S)NCCN2CCOCC2)cc1	-5	-13	1	-2	4	2	1.2	2	31	1
CN(CC(=O)Nc1ccccc1Cl)C(=O)c1cccc(S(=O)(=O)N2CCN(c3ccccc3)CC2)c1	0	-7	-6	1	-28	-4	-4.0	-6	-1	39
CCOC(=O)C1CCN(C(=O)C2CCN(c3ncnc4c3nc3n4CCCCC3)CC2)CC1	1	-1	-1	0	-2	1	-1.3	-3	-2	6
CCCn1c(C)cc(C(=O)COC(=O)c2c(C)nn(-c3ccccc3)c2C)c1C	1	4	nt	-2	2	-2	-0.4	-2	1	8
O=C(CN(C(=O)CNS(=O)(=O)c1ccc(F)cc1)c1cccc(F)c1)NCC1CCCO1 (centres undefined)	1	-14	-5	2	3	-6	2.7	-31	-1	7
COc1ccc(NC(=O)Nc2cccc(NC(C)=O)c2)c(OC)c1	-1	-16	5	-2	7	2	1.6	-5	-3	26
C/C(=N\OCC(=O)Nc1nc2ccccc2s1)c1ccccc1	1	-16	-1	4	-1	-6	-0.5	-3	27	-47
CN(C)c1ccc2c(O)cc(=O)n(C)c2c1	5	-12	nt	-2	-14	1	-0.2	8	5	-9
CC(=O)c1ccc(NCC(=O)N2CCN(c3ccccc3)CC2)cc1	9	-18	-3	-2	-1	8	2.7	-24	-1	23
Cc1nc(NCCCO)c(C#N)c2c1COC(C)(C)C2	3	-13	nt	-2	nt	0	1.0	1	-1	-11

Taken from above:
COc1cccc(CC(=O)OCC(=O)NC2CCCC2)c1 – CDK5 inh = -0.2
Cc1ccc(S(=O)(=O)N(CC(=O)N2CCC(C)CC2)c2ccccc2)cc1 – V-ATPase pHluor = 1
COC(=O)c1c(-c2ccc(OC)c(OC)c2)csc1N – SR-BI HDL uptake = 26
Cc1nc(NCCCO)c(C#N)c2c1COC(C)(C)C2 – HTR5A inv ag = 1

Further compounds
SMILES	HTR5A ag	PvdQ acylase	Wnt bcat act	V-ATPase pHluor	MITF act	dFosB act	CDK5 inh	HTR5A inv ag	NSD2 inh	SR-BI HDL uptake
CN(C(=O)c1cccc(NC(=O)Cc2ccc(NC(=O)C3CCCN(C(=O)c4ccccc4)C3)cc2)c1)C1CCCC1 (centres undefined)	3	-1	-2	3	0	-2	-0.6	-11	nt	54
O=C(NNS(=O)(=O)c1ccccc1[N+](=O)[O-])c1ccc(F)cc1	-2	-10	-1	-3	-6	-12	-1.2	29	nt	35
Cc1cc(C)n2nc(CNS(=O)(=O)c3ccc([N+](=O)[O-])cc3)nc2n1	-3	-8	-1	-3	2	2	-0.5	0	-10	-8
CC1Cc2cc(/C(O)=C3\C(=O)C(=O)N(Cc4ccncc4)C3c3ccccc3F)ccc2O1 (centres undefined)	-2	-4	0	2	3	-7	1.2	6	7	-4
Nc1scn[n+]1Cc1cccc2cccnc12	-3	-58	0	7	3	-10	-1.9	-8	14	nt
CC1(C)CSC(=S)N1S(=O)(=O)c1ccccc1	0	-6	nt	0	-4	-1	-0.6	3	-2	-22
CCOc1ccc(CN2C(=O)c3ccccc3Sc3ccc(C(=O)NCCCN4CCOCC4)cc32)cc1	-5	4	3	1	5	14	3.3	-4	-6	-29
Cc1c(O)ccc(C(=O)CN2CCN(c3ccccc3)CC2)c1O	3	-3	2	-2	6	3	-4.3	-12	4	8
CCN(CC)c1ccc(CN2CCCCCC2)cc1	10	-10	nt	0	3	1	0.4	-9	-1	-27
CCOC(=O)c1cn(Cc2c(C)c(C)c(C)c(C)c2C)nn1	0	9	1	-6	4	-4	-1.4	-30	-1	31
CCCCCCc1c(C)c2ccc(OCC(=O)N3CCC[C@H]3C(=O)O)c(C)c2oc1=O	3	-6	-2	3	14	-17	1.5	19	nt	10
COc1cc(/C=N/NC(=O)c2cc(-c3ccccc3Cl)nc3ccccc23)cc(OC)c1O	-4	-19	-4	0	nt	-13	-5.2	8	0	nt
Cc1ccc(C(=O)Nc2ncc(Cc3ccc(SC(F)F)cc3)s2)cc1	6	-16	-9	-2	-7	-8	0.3	-26	-1	-9
Cc1nc2ccccc2n1CC(=O)NN	nt	-8	-1	1	-1	2	2.3	nt	2	-27
CC1CCCC(NC(=O)c2cccc(S(=O)(=O)NCc3ccccc3)c2)C1C (centres undefined)	3	-7	-1	1	7	-7	0.7	-6	nt	10
CCCc1cc(=O)oc2cc(C)cc(OC(=O)c3ccco3)c12	0	-10	3	0	-7	-19	0.0	-21	-2	-26
Cc1cc(OCCN2CCCC2)cc(C(C)C)c1	3	-14	nt	3	-3	4	-1.6	7	0	-10
COc1ccc(NC(=O)CC2C(=O)N(c3ccc(OC)cc3)C(=O)N2Cc2ccc(OC)c(OC)c2)cc1 (centres undefined)	-4	-12	-1	-1	9	5	-5.9	1	0	15
O=C(NCCc1ccncc1)Nc1ccc(Cl)cc1	-3	-11	1	-1	-6	2	1.2	-6	-2	-8
O=S(Cc1cc(Sc2ccccc2)nc(-c2ccccc2)n1)c1ccccc1 (centres undefined)	-8	-6	nt	0	5	-14	-1.6	18	0	15
CC(C)CCNC(=O)c1ccccc1SCC(=O)NC1CCCCCCC1	-5	-11	2	2	17	-9	0.9	13	0	-3
COc1ccc(C(C(=O)NCc2ccccc2)N(C(=O)c2snc(C(N)=O)c2N)C2CCCC2)cc1O (centres undefined)	4	-9	0	3	-7	-6	-0.8	8	2	-25
O=C(COC(=O)c1ccc(F)cc1)NCCc1ccc(F)cc1	6	-5	-1	3	5	-4	-0.9	14	-4	-17
Cc1ccc(NC(=O)COc2ccc3c(c2)OCO3)c(C)c1	-2	0	23	0	45	3	-1.7	16	3	-22
CCC(c1nnnn1Cc1ccco1)N1CCN(c2cc(Cl)ccc2C)CC1 (centres undefined)	0	-11	nt	-3	9	-9	-1.5	3	0	64

Of the compounds above, these contain a nitro group on carbon.
SMILES	HTR5A ag	PvdQ acylase	Wnt bcat act	V-ATPase pHluor	MITF act	dFosB act	CDK5 inh	HTR5A inv ag	NSD2 inh	SR-BI HDL uptake
O=[N+]([O-])c1ccc(CSc2nc3ccccc3[nH]2)cc1	4	-6	21	2	?	-2	-0.1	13	3	-3
O=C(NNS(=O)(=O)c1ccccc1[N+](=O)[O-])c1ccc(F)cc1	-2	-10	-1	-3	-6	-12	-1.2	29	nt	35
Cc1cc(C)n2nc(CNS(=O)(=O)c3ccc([N+](=O)[O-])cc3)nc2n1	-3	-8	-1	-3	2	2	-0.5	0	-10	-8

Later entries:
SMILES	HTR5A ag	PvdQ acylase	Wnt bcat act	V-ATPase pHluor	MITF act	dFosB act	CDK5 inh	HTR5A inv ag	NSD2 inh	SR-BI HDL uptake
CC(NC(=O)c1ccccc1[N+](=O)[O-])C1CC2CCC1C2 (centres undefined)	-1	-6	1	0	nt	7	-1.3	2	-3	-9
Cc1[nH]c2ccccc2c1SCC(=O)N1CCC(C)CC1	-4	-14	-1	-1	9	-8	0.0	13	3	21
CCCc1cc(=O)n2[nH]c(C)c(-c3ccc(Cl)cc3)c2n1	-1	-10	-3	2	-6	-10	-0.4	4	-9	6
CCOC(=O)c1cc(-c2ccc(OC)cc2)nc2c1c(C)nn2CCC(N)=S	1	-2	1	1	8	-30	-1.1	2	-3	66
COc1ccccc1-c1cc(C(=O)Nc2sc3c(c2C#N)CCC(C)C3)c2ccccc2n1 (centres undefined)	-1	-10	-2	1	-6	-15	0.8	-2	0	86*
Nc1cc(=O)[nH]c(SCC(=O)Nc2cc(S(=O)(=O)N3CCOCC3)ccc2Cl)n1	-3	-12	-2	7	0	-6	1.4	-30	-2	3
O=S(=O)(Nc1ncccc1O)c1ccc(Cl)cc1	3	-9	nt	0	11	-4	-0.8	-12	41	-25
Cc1ccc(OCCn2cnc(Cl)c2Cl)cc1	6	-15	-1	-3	-10	5	-0.8	-14	1	-2

Screens: PubChem BioAssay, several laboratories
